# Screening results as filed in PubChem BioAssay.
# CRFBP-R2 agonist = agonists of human CRF-binding protein/CRF-R2 receptor complex; HEK293 CRF-R2/CRF-BP, calcium dye fluorescence (FLIPR); percent of saturating CRF peptide response; activation, % at 13.2 µM; 350,000 tested, 0.46% active; AID 588473;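 active = activation of at least 50%, plus an integration ratio under a set limit after plate pattern correction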;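 note: plate controls were neutral control wells without compound for no effect and CRF at EC100 for full effect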
# CHRM4 agonist = agonists of human muscarinic M4 receptor (CHRM4); CHO-K1 hM4/Gqi5, Fluo-8 calcium fluorescence; vehicle 0%, full acetylcholine response 100%; activation, % at 3 µM; 360,000 tested, 0.14% active; AID 624127; P08173;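 active = activation above the run mean over all test wells plus 3 SD, cut at about 32% in these data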;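 note: peak over basal fluorescence ratio per well then scaled between controls; 0% = DMSO wells and 100% = acetylcholine at EC100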
# CHRM5 agonist = agonists of human muscarinic M5 receptor (CHRM5). 360,000 tested, 0.19% active. CHO-K1 hM5 cells, Fluo-8 calcium fluorescence; 0% DMSO wells, 100% maximal acetylcholine response. P08912. AID 624037. activation, % at 3 µM;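 active = activation above the run's mean over test compounds plus 3 SD, cut at about 23% in these data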;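 note: signal is peak over basal fluorescence ratio across the kinetic read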
# M5 antag = CHRM5 antagonism in calcium assay | P08912 | CHO-hM5 cells, Fluo-8 calcium fluorescence, ACh EC80 | inhibition, % at 3 µM | AID 624040 | 360,000 tested, 0.59% active;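 active = inhibition above a per-plate cutoff, the mean of that plate's test compounds plus 3 SD, cut at about 27% in these data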;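 note: 0% = acetylcholine EC80 with DMSO and 100% = DMSO without agonist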
# CHRM4 PAM = CHRM4 positive allosteric modulation; 360,000 tested, 0.4% active; activation, % at 3 µM; CHO-K1 hM4/Gqi5, Fluo-8 calcium fluorescence, ACh EC20; 0% = ACh EC20, 100% = maximal ACh; P08173;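 active = activation above its plate's cutoff, the mean activation of sample wells plus 3 SD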; note: some results filed as inactive read as strong as hits
# CRFBP-R2 block = blocks CRF-induced signaling of the CRF-BP/CRF-R2 complex; 350,000 tested, 0.59% active; HEK293 CRF-R2/CRF-BP, CRF-induced calcium fluorescence; inhibition, % at 11.8 µM;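 active = inhibition of the ligand-induced calcium signal above about 50% at the single tested concentration, limit read from the data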
# CHRM5 PAM = positive allosteric modulators of human muscarinic M5 receptor | P08912 | AID 624038 | CHO-K1 hM5, Fluo-8 calcium, ACh EC20 PAM; 0% = ACh EC20, 100% = ACh EC100 | 360,000 tested, 0.3% active | activation, % at 3 µM;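 active = activation above the run cutoff, the mean activation of all test compounds plus 3 SD, cut at about 18% in these data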
#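 system = human M5 receptor in CHO-K1 cells | compound = one concentration, 3 µM final (nominal) | schedule = Post-acetylcholine fluorescence recording 140 s | signal = Fluo-8 calcium dye fluorescence, kinetic read | benchmarks = low control EC20 acetylcholine (0%), high control EC100 acetylcholine (100%) | repeats = singlicate, one well per test compound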
# M4 antag = blocks acetylcholine activation of human M4 receptor; 360,000 tested, 0.73% active; inhibition, % at 3 µM; AID 624125; CHO-hM4 cells, ACh EC80, Fluo-8 calcium fluorescence;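 active = inhibition above its plate's cutoff, the mean inhibition of sample wells plus 3 SD, cut at about 27% in these data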;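 note: 0% = acetylcholine EC80 with DMSO and 100% = DMSO without agonist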
# IDE cell inh = inhibits human insulin-degrading enzyme in HEK cells | FAbetaB cleavage, fluorescence polarization | AID 434962 | 320,000 tested, 0.41% active | inhibition, % at 5.59 µM | P14735;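 active = percent inhibition above the average of all tested compounds plus 3 SD, set per screening campaign, cut at about 16% in these data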;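 note: IDE supplied by intact live HEK cells; FP after avidin binding of uncleaved biotin substrate so inhibition keeps polarization high; 0% = DMSO wells and 100% = 60 µM reference IDE inhibitor Ii1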
# Target sequence (P14735 whole entry, looked up): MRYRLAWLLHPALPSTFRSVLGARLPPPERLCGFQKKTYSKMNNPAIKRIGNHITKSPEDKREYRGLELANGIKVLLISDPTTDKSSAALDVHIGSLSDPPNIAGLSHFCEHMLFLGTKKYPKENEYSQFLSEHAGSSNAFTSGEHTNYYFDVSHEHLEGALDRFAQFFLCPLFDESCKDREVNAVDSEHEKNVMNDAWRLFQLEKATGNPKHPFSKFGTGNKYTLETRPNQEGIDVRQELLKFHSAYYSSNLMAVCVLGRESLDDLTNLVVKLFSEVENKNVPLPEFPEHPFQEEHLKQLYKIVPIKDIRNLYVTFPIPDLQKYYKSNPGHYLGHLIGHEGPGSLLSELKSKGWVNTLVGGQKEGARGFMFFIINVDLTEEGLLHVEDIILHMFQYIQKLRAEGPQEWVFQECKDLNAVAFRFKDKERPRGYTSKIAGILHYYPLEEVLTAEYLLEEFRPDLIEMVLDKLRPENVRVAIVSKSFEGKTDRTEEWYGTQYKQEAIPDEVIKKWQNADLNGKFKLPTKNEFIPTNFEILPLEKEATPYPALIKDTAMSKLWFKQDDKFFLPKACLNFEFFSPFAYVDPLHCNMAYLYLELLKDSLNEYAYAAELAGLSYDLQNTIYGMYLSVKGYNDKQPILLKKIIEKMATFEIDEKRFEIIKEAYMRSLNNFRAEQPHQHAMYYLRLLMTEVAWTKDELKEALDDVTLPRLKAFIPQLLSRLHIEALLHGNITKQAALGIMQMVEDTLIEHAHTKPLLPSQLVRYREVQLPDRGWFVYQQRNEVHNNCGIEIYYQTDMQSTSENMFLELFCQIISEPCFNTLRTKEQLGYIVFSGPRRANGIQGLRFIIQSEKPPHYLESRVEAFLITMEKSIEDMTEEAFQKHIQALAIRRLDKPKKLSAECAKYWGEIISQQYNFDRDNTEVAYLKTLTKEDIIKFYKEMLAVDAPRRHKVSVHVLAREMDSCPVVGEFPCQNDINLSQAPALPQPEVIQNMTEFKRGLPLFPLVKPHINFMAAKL
# * marks the source's active call; other numbers are inactive results; · = no result given.
1) COc1ccc(-c2nc3oc4cc(OC)ccc4c(=O)c3c(=O)n2Cc2ccco2)cc1
2) C=CCOC(=O)C(=O)/C=C/c1coc2ccccc2c1=O
3) Cc1ccc(C(=O)NC(Cc2ccc(C(C)(C)C)cc2)C(=O)O)cc1 (stereo unspecified)
4) Cc1nc(CNC(=O)c2cc(COc3ccc(F)cc3Cl)on2)cs1
5) Cc1nn(CC(=O)Nc2ccc3nc4n(c(=O)c3c2)CCCC4)c(C)c1[N+](=O)[O-]
6) O=C(CC(c1ccco1)C1CCCCC1=O)c1ccco1 (stereo unspecified)
screen / no.	1	2	3	4	5	6
CRFBP-R2 agonist	0.8	2.4	-1.6	-1.5	-0.8	0.7
CHRM4 agonist	-1	9	0	10	0	1
CHRM5 agonist	1	4	0	3	-4	0
M5 antag	3	18	-3	-4	8	-2
CHRM4 PAM	-4	9	7	-13	4	6
CRFBP-R2 block	-22	-11	15	21	6	-5
CHRM5 PAM	-3	-2	3	1	3	4
M4 antag	10	-9	-5	8	-5	-2
IDE cell inh	0	10	·	0	8	4

7) CCOc1ncccc1C(=O)OC(C)C(=O)NC1CCCCC1 (stereo unspecified)
8) Cc1cc(C)c(C)c(OCC(=O)NCCN(C)C)c1
9) Cc1cc(NC(=O)C23CC4CC(C2)CC(n2cnc([N+](=O)[O-])n2)(C4)C3)no1
10) Cc1cccn2c(=O)c3cc(C(=O)NCCc4ccccc4)c(=N)n(CCCn4ccnc4)c3nc12
11) C/C=C/c1cccc(-c2nc(C(=O)N3CCOCC3)cc3c2[C@@H](CCO)N(C(=O)NC(C)C)C3)c1
12) CC(OC(=O)c1ccc2ccccc2c1)C(=O)N(C)Cc1ccccc1 (stereo unspecified)
screen / no.	7	8	9	10	11	12
CRFBP-R2 agonist	-0.3	-0.8	1.0	-0.7	·	0.0
CHRM4 agonist	0	0	0	-1	2	12
CHRM5 agonist	1	-1	-3	-8	3	-1
M5 antag	1	-6	-3	-5	1	18
CHRM4 PAM	1	7	-3	21	4	-4
CRFBP-R2 block	-10	-27	-19	3	·	-5
CHRM5 PAM	4	3	0	2	-1	-14
M4 antag	4	7	6	-16	-1	-8
IDE cell inh	·	2	-3	5	·	-1

13) CC(C)c1ccc(N(CC(=O)NCC2CCCO2)C(=O)CCC(=O)Nc2nccs2)cc1 (stereo unspecified)
14) CC(NC(=O)CCCCCNC(=O)N1CCn2c1nc1ccccc12)c1ccccc1 (stereo unspecified)
15) c1ccc(C2OCCN2c2ccccc2)cc1 (stereo unspecified)
16) O=C(Nc1ccc(Br)cc1)c1ccccc1Br
17) Cc1cccc(N2CCN(C(c3ccccc3)c3nnnn3CC3CCCO3)CC2)c1C (stereo unspecified)
18) CC(=O)OC1CCC2(C)C(CCC3C2CC(=O)C2(C)C3CC(C(C(C)=O)C(C)=O)C2C(C)=O)C1 (stereo unspecified)
screen / no.	13	14	15	16	17	18
CRFBP-R2 agonist	1.5	-2.7	0.9	1.0	1.0	-2.0
CHRM4 agonist	0	5	0	2	0	1
CHRM5 agonist	-6	-4	1	1	-6	1
M5 antag	3	-7	18	-6	-1	4
CHRM4 PAM	1	-1	4	1	10	8
CRFBP-R2 block	6	6	9	14	-17	-4
CHRM5 PAM	2	-1	5	3	-3	1
M4 antag	-2	-18	-4	5	-14	1
IDE cell inh	6	5	·	2	8	·

19) COC(=O)C1=C(C)N(Cc2ccccc2)C(=O)N[C@H]1c1cccc(F)c1
20) CCCCNc1c(N2CCN(C(=O)OCC)CC2)c(=O)c1=O
21) Cc1ccc(S(=O)(=O)NN2C(=O)c3ccccc3NC2c2ccccn2)cc1 (stereo unspecified)
22) Cc1ccc(OCCN2CCCCCC2)c(C)c1
23) O=C1CCSc2cccc3cccc(c23)N1
24) O=C(NCc1ccc(F)cc1)c1c(O)c2cccc3c2n(c1=O)CCC3
screen / no.	19	20	21	22	23	24
CRFBP-R2 agonist	-0.5	-1.3	-3.7	0.1	2.0	3.4
CHRM4 agonist	2	0	1	1	3	1
CHRM5 agonist	4	19	1	-3	2	1
M5 antag	5	0	-7	2	1	-3
CHRM4 PAM	2	0	-1	-4	5	-1
CRFBP-R2 block	6	27	8	1	7	-23
CHRM5 PAM	-5	-13	9	1	-1	-1
M4 antag	-2	-7	0	6	6	-7
IDE cell inh	6	4	-3	0	2	5

25) CCCC(C(=O)NC1CCCC1)N(Cc1ccccc1Cl)C(=O)c1snc(C(N)=O)c1N (stereo unspecified)
26) O=C(CN1CCN(c2ccccc2)CC1)Nc1ccc(-n2cnnn2)cc1
27) CN(CCc1ccccn1)C(=O)Nc1cccc(Cl)c1
28) CCOC(=O)c1c(NC(=O)CN2C(=O)N(C)C3(CCCCC3)C2=O)sc(C(=O)N(C)C)c1C
29) CN(C(=O)c1cc([N+](=O)[O-])ccc1N1CCCC1)C1CCCCC1
30) CCCN(C(=O)Cn1ncc2c(=O)oc3ccccc3c21)c1cccc(C)c1
screen / no.	25	26	27	28	29	30
CRFBP-R2 agonist	-0.6	-0.3	0.3	-0.5	-1.3	1.9
CHRM4 agonist	0	2	2	2	0	0
CHRM5 agonist	-2	1	-1	2	-3	-1
M5 antag	14	-1	10	1	22	3
CHRM4 PAM	4	0	-10	8	3	-9
CRFBP-R2 block	-9	5	-1	-4	4	-9
CHRM5 PAM	-7	-2	-8	0	-3	-7
M4 antag	2	30*	-1	7	-5	6
IDE cell inh	3	-4	12	·	5	0

# Next part; it opens with the four that closed the last part.
27) CN(CCc1ccccn1)C(=O)Nc1cccc(Cl)c1
28) CCOC(=O)c1c(NC(=O)CN2C(=O)N(C)C3(CCCCC3)C2=O)sc(C(=O)N(C)C)c1C
29) CN(C(=O)c1cc([N+](=O)[O-])ccc1N1CCCC1)C1CCCCC1
30) CCCN(C(=O)Cn1ncc2c(=O)oc3ccccc3c21)c1cccc(C)c1
31) O=C(COC(=O)C1CCC(=O)N1)Nc1cc(Cl)ccc1Cl (stereo unspecified)
32) COc1ccc(CCNC(=O)C2CCC(=O)N2Cc2ccccc2Cl)cc1OC (stereo unspecified)
33) Cc1csc(SCC(=O)Nc2cccc(S(=O)(=O)N3CCCC3)c2)n1
34) COc1ccccc1CCNC(=O)/C(=C/c1cccnc1)NC(=O)c1ccccc1
35) O=C1NCCN/C1=C\C(=O)c1ccc(Br)cc1
36) CCOc1cc(/C=C2\SC(=S)N(NS(=O)(=O)c3ccccc3)C2=O)ccc1O
screen / no.	27	28	29	30	31	32	33	34	35	36
CRFBP-R2 agonist	0.3	-0.5	-1.3	1.9	-2.0	-0.7	0.0	2.6	-0.9	7.1
CHRM4 agonist	2	2	0	0	1	15	2	2	3	25
CHRM5 agonist	-1	2	-3	-1	0	0	1	-1	5	2
M5 antag	10	1	22	3	-9	12	9	-1	0	23
CHRM4 PAM	-10	8	3	-9	-2	-4	2	5	-3	-14
CRFBP-R2 block	-1	-4	4	-9	3	14	21	-3	0	12
CHRM5 PAM	-8	0	-3	-7	3	-8	-9	0	11	-8
M4 antag	-1	7	-5	6	-5	-3	-1	-3	-1	15
IDE cell inh	12	·	5	0	3	4	0	2	2	39*

37) COC(=O)[C@]1(Cc2ccccc2)N[C@H](CN(C)C(=O)Nc2ccc(C(F)(F)F)cc2)[C@@H]2C(=O)N(C)C(=O)[C@@H]21
38) CCN1CCc2nc3sc(C(=O)Nc4cccnc4Cl)c(N)c3cc2C1
39) CC1=CCC2C(=O)N(c3nc(C)cc(C)n3)C(=O)C2C1 (stereo unspecified)
40) COc1ccccc1S(=O)(=O)Cc1ccc(C(=O)NCc2ccccc2)o1
41) CCC(=O)Oc1ccc2c(C)cc(=O)oc2c1C
42) Cc1ccccc1CN1C(=O)/C(=C\c2ccc(C(=O)NCCN3CCOCC3)cc2)Sc2ccccc21
screen / no.	37	38	39	40	41	42
CRFBP-R2 agonist	2.1	8.5	-0.7	-0.2	4.3	1.1
CHRM4 agonist	1	3	0	2	2	16
CHRM5 agonist	-1	-3	2	0	-4	-4
M5 antag	0	14	2	1	-6	22
CHRM4 PAM	6	-6	-6	-3	6	-9
CRFBP-R2 block	-14	11	3	55*	-6	-26
CHRM5 PAM	-4	-9	-2	-6	-2	-8
M4 antag	-16	1	5	-4	-10	6
IDE cell inh	0	1	1	2	1	2

43) COc1ccc(S(=O)(=O)N(CC(=O)N2CCN(C)CC2)c2ccccc2)cc1OC
44) Cc1cccc(N(CC(=O)Nc2ccccc2F)S(C)(=O)=O)c1
45) O=C(O)C1=C[C@H](c2ccccc2)C[C@H](OCc2ccc(CO)cc2)O1
46) Cc1ccccc1NC(=S)NNC(=O)c1ccoc1C
47) Cc1cc(=O)[nH]c(N/N=C/c2ccc(Cl)c([N+](=O)[O-])c2)n1
48) CC(C)c1ccc(CN2CC(C(=O)Nc3ccccc3)CC2=O)cc1 (stereo unspecified)
screen / no.	43	44	45	46	47	48
CRFBP-R2 agonist	-0.4	0.4	-0.9	-0.9	-3.1	-1.0
CHRM4 agonist	3	0	0	1	1	3
CHRM5 agonist	-1	0	-1	-2	-1	0
M5 antag	-2	-2	9	-2	-5	3
CHRM4 PAM	-5	24	7	18	-2	1
CRFBP-R2 block	-5	1	-15	1	-4	-1
CHRM5 PAM	6	3	4	1	8	-2
M4 antag	6	0	-7	-22	-3	-4
IDE cell inh	12	2	-3	2	0	3

49) COc1ccc(/C(C)=N/NC(=O)CNC(=O)CCc2ccccc2)c(OC)c1
50) CCCN1C(=O)c2cc(C(=O)Nc3ccc(OC)cc3OC)ccc2C1Nc1ccc(OC)cc1OC (stereo unspecified)
51) Cc1cc(C)n2nc(C(=O)Nc3ccc4c(c3)OCCO4)nc2n1
52) CC1CC(C)CN(C(=O)C(Cc2ccccc2)n2cccc2)C1 (stereo unspecified)
53) O=C(/C=C/c1cn(-c2ccccc2)nc1-c1ccccc1)Nc1ccc(C(=O)O)cc1
54) CCOC(=O)C1(CCCc2ccccc2)CCN(C(=O)CCC2=NNC(=O)CC2)CC1
55) Cc1ccc(-c2cccc(C3CC=CC4C3C(=O)N(Cc3ccccc3)C4c3ccc4ccccc4c3)c2)cc1 (stereo unspecified)
screen / no.	49	50	51	52	53	54	55
CRFBP-R2 agonist	-0.9	0.9	2.0	1.3	-1.4	0.5	4.9
CHRM4 agonist	0	12	0	-2	0	9	-1
CHRM5 agonist	1	1	-1	-10	-4	2	3
M5 antag	3	17	15	9	10	5	10
CHRM4 PAM	13	-10	1	-4	-39	0	3
CRFBP-R2 block	8	22	0	-9	14	-11	-13
CHRM5 PAM	-1	-17	-4	0	-22	-9	-3
M4 antag	0	-1	3	-3	71*	-12	-5
IDE cell inh	-1	2	-4	1	-1	-3	-1

# Part of the list above in another layout.
# Every second line gives: CRFBP-R2 agonist | CHRM4 agonist | CHRM5 agonist | M5 antag | CHRM4 PAM | CRFBP-R2 block | CHRM5 PAM | M4 antag | IDE cell inh
[51] Cc1cc(C)n2nc(C(=O)Nc3ccc4c(c3)OCCO4)nc2n1
→ 2.0 | 0 | -1 | 15 | 1 | 0 | -4 | 3 | -4
[53] O=C(/C=C/c1cn(-c2ccccc2)nc1-c1ccccc1)Nc1ccc(C(=O)O)cc1
→ -1.4 | 0 | -4 | 10 | -39 | 14 | -22 | 71* | -1
